TDP2 inh: human TDP2 enzyme inhibitors, primary screen, biochemical, epi absorbance, recombinant enzyme; AID 720702, 2013; T5PNP hydrolysis, p-nitrophenol absorbance 415 nm; hit rate 0.34% among 370,000; inhibition, % at 12.8 µM;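 active = inhibition above the mean of all tested compounds plus 3 SD, set per campaign, cut at about 25% in these data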;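 also: 0% = DMSO with enzyme and 100% = buffer with substrate but no TDP2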
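Incubation: 2 h at 37 °C; Test system: recombinant human TDP2; Quantity: enzyme 120 nM; Read-out basis: percent inhibition; Medium: 50 mM Tris-HCl pH 7.5 with Mg2+, KCl, DTT, BSA; Repeats: single replicate; Compound: 12.8 µM single point, 1% DMSO; Signal: epi absorbance; Reagent: 5 mM T5PNP chromogenic substrate; Benchmarks: no-enzyme high, DMSO-plus-enzyme low.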
UHRF1 binding: UHRF1 methylated DNA binding inhibitors, primary screen, counter-screen for MBD2 inhibitor project, biochemical, TR-FRET, human UHRF1, single concentration | UHRF1 binding to methylated oligo | E3 ubiquitin-protein ligase UHRF1 (Homo sapiens), Q96T88 | inhibition, % at 4.4 µM | hit rate 0.75% among 370,000; in the data active = inhibition above about 21%;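 also: UHRF1 SRA domain binding a hemimethylated CpG hairpin DNA probe; 0% = median of test compound wells and 100% = reference inhibitor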
MBD2 DNA inh: inhibitors of MBD2 binding to methylated DNA, primary screen, biochemical, TR-FRET, DNA-binding domain, human. inhibition, % at 4.4 µM. MBD2 binding to methylated oligonucleotide. hit rate 0.31% among 370,000; in the data active = inhibition above about 13%
Target sequence (Q9UBB5 whole entry, looked up, the tested form may be a part): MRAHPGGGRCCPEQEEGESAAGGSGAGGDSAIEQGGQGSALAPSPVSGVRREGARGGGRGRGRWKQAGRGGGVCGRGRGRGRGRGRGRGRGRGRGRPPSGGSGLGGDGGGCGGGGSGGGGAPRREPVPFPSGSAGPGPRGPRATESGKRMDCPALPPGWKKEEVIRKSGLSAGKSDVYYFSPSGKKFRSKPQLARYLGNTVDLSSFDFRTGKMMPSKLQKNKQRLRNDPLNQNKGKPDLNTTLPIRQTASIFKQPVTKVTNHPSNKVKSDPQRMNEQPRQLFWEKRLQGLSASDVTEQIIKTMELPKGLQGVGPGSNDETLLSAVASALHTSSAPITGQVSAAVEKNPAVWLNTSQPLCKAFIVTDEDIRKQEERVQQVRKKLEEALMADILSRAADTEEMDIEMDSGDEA
SIAE inh: human SIAE inhibitors, primary screen, biochemical, fluorescence polarization, FP-Rh probe, 1536-well HTS. Sialate O-acetylesterase (Homo sapiens), Q9HAT2. SIAE FP-Rh probe binding. inhibition, % at 9.66 µM. hit rate 0.69% among 370,000;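 active = inhibition above a cutoff: mean of compounds within the control limits plus 3 SD of those, cut at about 17% in these data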;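 also: 0% = plate median of compound wells and 100% = probe without SIAE protein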
Target sequence (Q9HAT2 whole entry, looked up): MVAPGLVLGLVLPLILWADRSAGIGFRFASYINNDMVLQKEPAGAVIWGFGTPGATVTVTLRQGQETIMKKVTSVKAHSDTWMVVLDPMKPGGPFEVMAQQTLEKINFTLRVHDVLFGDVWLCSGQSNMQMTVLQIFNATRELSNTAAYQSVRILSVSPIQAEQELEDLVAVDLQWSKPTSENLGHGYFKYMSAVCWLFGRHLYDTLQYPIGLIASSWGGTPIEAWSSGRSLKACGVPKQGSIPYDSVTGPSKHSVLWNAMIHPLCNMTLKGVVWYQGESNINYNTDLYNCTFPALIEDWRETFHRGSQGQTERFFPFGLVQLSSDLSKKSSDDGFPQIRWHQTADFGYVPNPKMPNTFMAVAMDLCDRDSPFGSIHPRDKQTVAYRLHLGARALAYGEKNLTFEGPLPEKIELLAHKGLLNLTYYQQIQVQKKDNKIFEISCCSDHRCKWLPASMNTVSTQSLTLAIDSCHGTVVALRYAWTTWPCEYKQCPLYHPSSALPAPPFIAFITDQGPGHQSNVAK
DDE Tn6 FP inh: inhibitors of Tn6 peptide binding to fibrin DD(E), primary screen, biochemical, fluorescence polarization, human fibrin, Tn6 probe; inhibition, % at 8.3 µM; Fibrin DD(E) TRITC-Tn6 fluorescence polarization displacement; hit rate 0.21% among 370,000; Fibrinogen beta chain (Homo sapiens), P02675; AID 720509, 2013;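 active = inhibition above a per-campaign cutoff: mean of compounds within control limits plus 3 SD, cut at about 15% in these data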;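 also: 0% = median of all compound wells on the plate and 100% = blocking peptide control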
PRMT1 inh: PRMT1 methyltransferase inhibitors, primary screen, biochemical, fluorescence polarization. inhibition, % at 2.79 µM. recombinant PRMT1, activity-based probe fluorescence polarization. AID 652257, 2013. Protein arginine N-methyltransferase 1 (Homo sapiens), Q99873. hit rate 1.3% among 370,000;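 active = inhibition above about 21% made by adding two undisclosed values, limit read from the data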
KLK7 zymogen act: proKLK7 zymogen activators, primary screen, biochemical, fluorescence intensity; Kallikrein-7 (Homo sapiens), P49862; purified proKLK7, EDANS-DABCYL substrate fluorescence; 100% is mature enzyme control, 0% vehicle; activation, % at 7 µM; hit rate 0.9% among 370,000;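 active = activation above the mean of all tested compounds plus 3 SD, computed per campaign excluding outliers beyond control limits, cut at about 13% in these data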
TCR CD3 inh: inhibitors of human TCR-CD3 interaction, primary screen, biochemical, fluorescence, TAMRA-labeled TCR probe | T-cell receptor (TCR) | inhibition, % at 9.4 µM | hit rate 0.37% among 360,000; in the data active = inhibition above about 19%;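 also: recombinant mutant TCR 2C K166C tagged with TAMRA read by polarization; 0% = receptor in buffer alone and 100% = receptor with positive control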
DDE Tn7 FP inh: inhibitors of Tn7 peptide binding to fibrin DD(E), primary screen, biochemical, fluorescence polarization, human fibrin, Tn7 probe | inhibition, % at 8.3 µM | Fibrinogen beta chain (Homo sapiens), P02675 | AID 720508, 2013 | FP displacement of FITC-Tn7 peptide from fibrin DD(E); 0% = median of compound wells per plate | hit rate 0.13% among 370,000;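 active = inhibition above the mean of compounds falling within the control limits plus 3 SD of them, cut at about 14% in these data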;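 also: 0% = plate median of compound wells and 100% = 10 µM Aha-Tn7 peptide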
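Assay system: Human clot-derived fibrin DD(E) complex | Buffer or medium: Tris/NaCl/CaCl2 buffer, pH 7.8 | Repeats: One replicate per compound | Benchmarks: Aha-Tn7 high control | Measure: % inhibition scaled between sample-field median and high-control FP | Schedule: 10 min plus 3 h, room temperature | Signal: Fluorescence polarization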
LEDGF integ inh: blockers of LEDGF/p75-dependent integrase strand transfer – biochemical, TR-FRET, high throughput, primary screen; inhibition, % at 3.7 µM; AID 743269, 2014; hit rate 0.64% among 370,000; TR-FRET IN-LEDGF/p75 DNA integration, Eu/Cy5;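 active = inhibition above the screen-wide mean plus 3 SD, cut at about 13% in these data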;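 also: signal is the Cy5 over europium emission ratio at 671 and 618 nm; 0% = plate median of compound wells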
Numbers without * were called inactive; x = no result given; & = joins results of further samples.

SMILES | TDP2 inh | UHRF1 binding | MBD2 DNA inh | SIAE inh | DDE Tn6 FP inh | PRMT1 inh | KLK7 zymogen act | TCR CD3 inh | DDE Tn7 FP inh | LEDGF integ inh
CCn1cc(C(=O)N2CCN(Cc3ccc4c(c3)OCO4)CC2)c2cc(OC)c(OC)cc2c1=O | 3 | 1 | 2 | -1 | -1 | 2 | 0.5 | 5 | -4 | -1
COc1ccc2c(c1)c(=O)cc(C)n2CC(=O)NCc1ccco1 | 6 | 5 | 3 | 1 | -1 | -1 | -0.2 | 2 | 5 | 1
CCOc1cc(C(c2c(C)[nH][nH]c2=O)c2c(C)[nH][nH]c2=O)cc(Cl)c1O | 18 | -9 | 1 | 0 | 5 | 5 | -0.3 | -6 | 0 | -1
COc1ccc(/C=N/NC(=O)CNC(=O)c2ccc(S(=O)(=O)N3CCOCC3)cc2)c(OC)c1 | 3 | -2 | -1 | 4 | -5 | -1 | 0.7 | 0 | -6 | 1
C#CCOCCOCCOCCNc1nc(N2CCOCC2)nc(N2CCN(C(=O)[C@H](CCCCN)n3cc([C@@H](N)CC(C)C)nn3)CC2)n1 | 5 | 6 | -5 | 6 | 6 | 1 | -0.2 | 4 | -4 | 0
Cc1cc(SCC(=O)NCCN2C(=O)CSC2=O)nc2c(C)cccc12 | 4 | 2 | 2 | 0 | 5 | 2 | -0.5 | -1 | -3 | 23*
COc1ccc(Nc2ccc(Cl)nn2)cc1 | 12 | 1 | 1 | 9 | -11 | -2 | 0.1 | -1 | 0 | -2
Fc1cc(F)cc(NC(=S)NCCCN2CCOCC2)c1 | 4 | 0 | 0 | 3 | -1 | -2 | 0.5 | 6 | -5 | -1
CN(CC(=O)Nc1cccc(F)c1)C(=O)CSc1ccc(Br)cc1 | 7 | 1 | 1 | -8 | -1 | -1 | 0.4 | -4 | 4 | -5
COCCN1CCN(C(=O)c2ccc3nc(Cc4ccccc4F)oc3c2)CC1 | -3 | 2 | 3 | -2 | 2 | 4 | -0.4 | 1 | -2 | 0
CCOc1ccc(NC(=O)CSc2ncn[nH]2)c([N+](=O)[O-])c1 | 11 | -3 | 2 | -6 | 4 | -4 | 0.4 | 10 | 0 | 2
Cc1ccc2nc(SCC(=O)NCc3ccco3)c(C#N)cc2c1 | 2 | -5 | -7 | -5 | 3 | 1 | 0.4 | -3 | 9 | 1
Cc1cc(OCC(=O)N(Cc2cccs2)C2CCS(=O)(=O)C2)ccc1Cl (centres undefined) | -16 | -2 | 1 | 1 | 2 | -1 | -0.2 | 3 | 4 | -1
NC(=O)C1CCN(CCC(=O)Nc2ccc(Br)cc2)CC1 | 4 | -1 | -5 | -1 | -6 | 0 | -0.1 | 7 | -2 | 2
Cc1cc(C)c(NC(=O)CNC(=O)c2ccccc2OCc2c(C)noc2C)c(C)c1 | 4 | 1 | 1 | -8 | 13 | -1 | 0.0 | -3 | 1 | -1
CSCCC(C(=O)NCc1ccccc1)n1c(-c2ccc3c(c2)CCO3)nc2ccccc21 (centres undefined) | 1 | -1 | -6 | -6 | 3 | -3 | 0.7 | 3 | 1 | 1
CCCOc1ccc(-c2cc(C(=O)NCC3CCCO3)c3ccccc3n2)cc1 (centres undefined) | -4 | 5 | -2 | -8 | 6 | 2 | -5.1 | 5 | -4 | -6
Cc1ccc(C(=O)NCCCN2CCOCC2)c(Cl)c1 | -5 | 4 | 0 | -1 | 4 | 0 | 0.5 | -3 | 2 | -6
CCN(CC(=O)NC(C)(C)C)Cc1cc(=O)n2c(-c3ccccc3)csc2n1 | 10 | 0 | 3 | -3 | 0 | 8 | 0.3 | 7 | -8 | 2
CCCCCCSc1cc(-c2nc3cc(C)ccn3c2NCCCC)ccc1OC | -6&-7 | -1&4 | 0&8 | 12&5 | 5&-14 | 0&10 | -7.3&-11 | 2&2 | 2&7 | -1&-6
CC(=O)OCCCN(C)CC/C=C1/c2ccccc2CSc2ccccc21 | -3 | -1 | -6 | 1 | -4 | 0 | 0.5 | -3 | 3 | 1
O=C(C1=C[C@@H](c2csc3ccccc23)C[C@@H](OCc2ccc(CO)cc2)O1)N1CCN(Cc2ccc3c(c2)OCO3)CC1 | -5 | 2 | -2 | 1 | 2 | 1 | 1.2 | 2 | -6 | 6
Cn1c(=O)c2c(ncn2CCOc2ccc(F)cc2)n(C)c1=O | 1 | 1 | 5 | 6 | -5 | 0 | 0.0 | -1 | 5 | -3
CC(C)n1nccc1N(Cc1ccc(C#N)cc1)S(=O)(=O)c1ccccc1 | 6 | 0 | -1 | 4 | -3 | 1 | -0.3 | 7 | -6 | 6
C=CCn1c(SCCCCCC)nc(O)cc1=O | 4 | 1 | -1 | 0 | -8 | 1 | -0.7 | -1 | 2 | -2

Twelve entries from above, with values under each structure:
Order of results – TDP2 inh, UHRF1 binding, MBD2 DNA inh, SIAE inh, DDE Tn6 FP inh, PRMT1 inh, KLK7 zymogen act, TCR CD3 inh, DDE Tn7 FP inh, LEDGF integ inh
- CCn1cc(C(=O)N2CCN(Cc3ccc4c(c3)OCO4)CC2)c2cc(OC)c(OC)cc2c1=O
  3, 1, 2, -1, -1, 2, 0.5, 5, -4, -1
- COc1ccc2c(c1)c(=O)cc(C)n2CC(=O)NCc1ccco1
  6, 5, 3, 1, -1, -1, -0.2, 2, 5, 1
- CCOc1cc(C(c2c(C)[nH][nH]c2=O)c2c(C)[nH][nH]c2=O)cc(Cl)c1O
  18, -9, 1, 0, 5, 5, -0.3, -6, 0, -1
- COc1ccc(/C=N/NC(=O)CNC(=O)c2ccc(S(=O)(=O)N3CCOCC3)cc2)c(OC)c1
  3, -2, -1, 4, -5, -1, 0.7, 0, -6, 1
- C#CCOCCOCCOCCNc1nc(N2CCOCC2)nc(N2CCN(C(=O)[C@H](CCCCN)n3cc([C@@H](N)CC(C)C)nn3)CC2)n1
  5, 6, -5, 6, 6, 1, -0.2, 4, -4, 0
- Cc1cc(SCC(=O)NCCN2C(=O)CSC2=O)nc2c(C)cccc12
  4, 2, 2, 0, 5, 2, -0.5, -1, -3, 23*
- COc1ccc(Nc2ccc(Cl)nn2)cc1
  12, 1, 1, 9, -11, -2, 0.1, -1, 0, -2
- Fc1cc(F)cc(NC(=S)NCCCN2CCOCC2)c1
  4, 0, 0, 3, -1, -2, 0.5, 6, -5, -1
- CN(CC(=O)Nc1cccc(F)c1)C(=O)CSc1ccc(Br)cc1
  7, 1, 1, -8, -1, -1, 0.4, -4, 4, -5
- COCCN1CCN(C(=O)c2ccc3nc(Cc4ccccc4F)oc3c2)CC1
  -3, 2, 3, -2, 2, 4, -0.4, 1, -2, 0
- CCOc1ccc(NC(=O)CSc2ncn[nH]2)c([N+](=O)[O-])c1
  11, -3, 2, -6, 4, -4, 0.4, 10, 0, 2
- Cc1ccc2nc(SCC(=O)NCc3ccco3)c(C#N)cc2c1
  2, -5, -7, -5, 3, 1, 0.4, -3, 9, 1

The listing continues.
SMILES | TDP2 inh | UHRF1 binding | MBD2 DNA inh | SIAE inh | DDE Tn6 FP inh | PRMT1 inh | KLK7 zymogen act | TCR CD3 inh | DDE Tn7 FP inh | LEDGF integ inh
O=c1cc(CN2CCCCC2)c2ccccc2o1 | 0 | -2 | -3 | 7 | 8 | -2 | 1.1 | 4 | -2 | 6
COc1ccc(-c2nn3c(-c4n[nH]c5c4CCC5)nnc3s2)cc1 | 3 | -6 | 2 | 2 | 2 | 1 | -0.8 | x | -5 | 1
COCC(C)NC(=O)c1cc(-c2ccccc2OC)on1 (centres undefined) | -7 | 0 | -1 | -1 | -4 | -2 | 0.4 | -1 | 0 | 7
CCOC(=O)C1CSC2(CCC(c3ccccc3)CC2)N1 (centres undefined) | -6 | 5 | 1 | -1 | -9 | 48* | -0.1 | -4 | 1 | 1
Fc1cc(Br)cc(F)c1NC(=S)N1CCOCC1 | -8 | 1 | -2 | -4 | -3 | 3 | 0.2 | 0 | 7 | 1
Cc1ccccc1OCc1nc2c3c(ncn2n1)-c1ccccc1CC31CCCC1 | -3 | -1 | -4 | 0 | 3 | 0 | 0.5 | 5 | -2 | 2
Cc1ccccc1CC1(CO)CCCN(C(=O)c2ccccc2Cl)C1 (centres undefined) | 2 | 11 | -3 | -1 | -6 | 3 | -1.3 | -4 | -2 | -2
N#Cc1c(-c2ccccc2)nc(-c2ccncc2)[nH]c1=O | 4 | -1 | -3 | -6 | 0 | -3 | -0.2 | 5 | 2 | 2
Cc1cccc(C(=O)Oc2cc(C)[nH]c(=O)c2[N+](=O)[O-])c1 | -26 | 7 | 1 | 0 | -3 | 7 | -0.1 | -6 | -3 | -4
COc1ccc(CC(=O)NNC(=O)CSc2ccc(C)cc2)cc1 | 13 | -1 | 0 | 7 | 1 | 3 | 0.4 | -6 | 6 | -3
COc1cc(/C=C2\SC(=S)N(NS(=O)(=O)c3ccccc3)C2=O)ccc1O | -5 | -7 | -7 | -108 | -16 | 7 | 0.3 | -66 | -9 | 0
Cc1ccc(C)c(/C(O)=C2\C(=O)C(=O)N(CCCn3ccnc3)C2c2ccncc2)c1 (centres undefined) | -3 | 0 | -3 | 2 | -6 | 2 | -0.3 | 4 | -7 | -1
CC(=O)c1cccc(NC(=O)CN(c2ccc(F)cc2)S(C)(=O)=O)c1 | 5 | 1 | 9 | -4 | -1 | 3 | -0.3 | 2 | -4 | -1
CC1CN(C(=O)c2ccccc2)CCC1=NO (centres undefined) | 7 | -1 | -4 | -2 | -1 | -3 | 0.5 | 10 | -5 | 1
NS(=O)(=O)c1cccnc1Nc1cccc(Cl)c1Cl | 6 | -3 | 1 | -6 | -4 | -1 | -0.5 | 0 | 1 | -2
COC(=O)c1cc2ccccc2c(=O)s1 | -4 | -6 | 6 | -8 | -8 | 1 | 0.6 | -3 | -1 | -1

High-throughput results as filed in PubChem BioAssay.
